# Vif-A3F inh: qHTS for Inhibitors of Vif-A3F Interactions: qHTS | 390,000 compounds, 0.2% hits | AID 602313, 2012 | HeLa A3F-eYFP + Vif (tagged APOBEC3F with the HIV-1 protein that degrades it), YFP fluorescence increase | Potency, µM (series often up to 46.1 µM), for the others: at the highest dose activity, negative = active; note: potency is the fitted concentration of half-maximal effect; % of control where 0% means no effect; nearly all actives have a fitted effect of over 65% in size
#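 HeLa cells stably expressing A3F-eYFP plus Vif, plated and incubated overnight at 37 deg C, then exposed to compounds overnight at 37 deg C. Blocked degradation read as raised yellow fluorescence (Ex 488/Em 500-530).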
# USP1-UAF1 inh: Inhibitors of USP1/UAF1: Primary Screen; Ubiquitin carboxyl-terminal hydrolase 1 (Homo sapiens), O94782; recombinant USP1/UAF1, Ub-Rhodamine cleavage fluorescence; Potency, µM (top dose mostly 57.1 µM), without a hit: top-dose activity change, negative = inhibition, hits mostly inhibitors; 390,000 compounds, 0.23% hits; AID 743255, 2014; note: potency is the fitted concentration of half-maximal effect; % is set by controls: 0 for no effect and ±100 for the full control effect; nearly all actives have a fitted effect of over 60% in size; inactives centre near -12
#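 USP1/UAF1 complex at 1 nM was preincubated with compound for 15 min at room temperature, then Ub-Rho substrate (150nM final) was added. Fluorescence (480/540 nm) was read kinetically, 6 reads every 60 seconds.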
# Vif-APOBEC3G blk: qHTS for Inhibitors of Vif-A3G Interactions: qHTS; HeLa A3G-eYFP + Vif (tagged APOBEC3G with the HIV-1 protein that degrades it), YFP fluorescence, overnight; 410,000 compounds, 0.076% hits; DNA dC->dU-editing enzyme APOBEC-3G (Homo sapiens), Q9HC16; Potency, µM (doses to about 46.1 µM), inactives show top-dose activity, negative = active, most hits filed as inhibitors; AID 602310, 2012;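 note: potency is the fitted concentration of half-maximal effect; % is set by controls: 0 for no effect and ±100 for the full control effect; nearly all actives have a fitted effect of over 60% in size; hits raise eYFP signal because A3G escapes Vif-driven loss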
#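 Read-out is eYFP fluorescence (Ex 488/Em 500-530) from Vif-expressing HeLa A3G-eYFP cells; more signal means A3G escaped Vif-mediated degradation. Cells plated overnight, compound pinned in, incubated overnight at 37 deg C.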
# GRP78 ERSR act: qHTS for Inducers of the Endoplasmic Reticulum Stress Response (ERSR) in Human Glioma: qHTS; Potency, µM, for the others: at the highest dose activation, hits mostly activators; 420,000 compounds, 0.02% hits; U87-MG GRP78 promoter luciferase reporter, 16 h; note: potency is the fitted concentration of half-maximal effect; series mostly up to about 76 µM; % of control where 0% means no effect; nearly all actives have a fitted effect of over 35% in size
#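 ERSR induction read as luciferase luminescence (Bright-Glo, 10 min at room temperature) in stably transfected human U87-MG glioma cells exposed to compounds for 16 h, using GRP78 as sensor.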
# RGS4 inh: Inhibitors of Regulator of G Protein Signaling (RGS) 4: qHTS. Regulator of G-protein signaling 4 (Homo sapiens), P49798. Transcreener GDP fluorescence polarization, RGS4-accelerated GTP hydrolysis. Potency, µM (titrated, usually from 114 µM), for the others: at the highest dose activity change, negative = inhibition, actives largely listed as inhibitors. 390,000 compounds, 0.039% hits. AID 504845, 2011; note: potency is the fitted concentration of half-maximal effect; % is set by controls: 0 for no effect and ±100 for the full control effect; nearly all actives have a fitted effect of over 75% in size; some results filed as inactive show a strong effect at the top dose
#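 MLSMR compounds (23 nl, pin-transferred) preincubated 10 min at room temperature with a 500nM (2x) first reagent, then RGS4 at 900nM (2x) plus Transcreener GDP mix added; fluorescence polarization (620/688 nm) read before and after 90 min at 30 °C.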
# LDHA inh: qHTS assay for inhibitors of human lactate dehydrogenase; purified LDHA, NADH/diaphorase-resazurin fluorescence; stronger effect = lower value; L-lactate dehydrogenase A chain (Homo sapiens), P00338; activity change, % (values are at about 110 or 230 µM); AID 1347041, 2019; 480,000 compounds, 0.15% hits; in the data active = activity change below about -30%; inconclusive = mostly about -25% to -30%;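 note: plate controls were DMSO wells for no effect and wells without enzyme for full effect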
#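 Human LDH5 (2 nM) was incubated with 0.06 mM NADH and 0.2 mM pyruvate for 5 min at room temperature in Tris pH 7.4. Remaining NADH was coupled through diaphorase/resazurin, and resorufin fluorescence was read at 0 and 20 min.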
# TrxR1 substrate: qHTS Assay for Substrates of Mammalian Selenoprotein Thioredoxin Reductase 1 (TrxR1): qHTS; Thioredoxin reductase 1, cytoplasmic (Rattus norvegicus), O89049; purified TrxR1 substrate turnover, NADPH consumption readout; Potency, µM (top dose mostly 114 µM), inactives show top-dose activity change, negative = substrate turnover; 390,000 compounds, 0.01% hits; note: potency is the fitted concentration of half-maximal effect; % is set by controls: 0 for no effect and ±100 for the full control effect; nearly all actives have a fitted effect of over 50% in size
# Target sequence (O89049 whole entry, looked up): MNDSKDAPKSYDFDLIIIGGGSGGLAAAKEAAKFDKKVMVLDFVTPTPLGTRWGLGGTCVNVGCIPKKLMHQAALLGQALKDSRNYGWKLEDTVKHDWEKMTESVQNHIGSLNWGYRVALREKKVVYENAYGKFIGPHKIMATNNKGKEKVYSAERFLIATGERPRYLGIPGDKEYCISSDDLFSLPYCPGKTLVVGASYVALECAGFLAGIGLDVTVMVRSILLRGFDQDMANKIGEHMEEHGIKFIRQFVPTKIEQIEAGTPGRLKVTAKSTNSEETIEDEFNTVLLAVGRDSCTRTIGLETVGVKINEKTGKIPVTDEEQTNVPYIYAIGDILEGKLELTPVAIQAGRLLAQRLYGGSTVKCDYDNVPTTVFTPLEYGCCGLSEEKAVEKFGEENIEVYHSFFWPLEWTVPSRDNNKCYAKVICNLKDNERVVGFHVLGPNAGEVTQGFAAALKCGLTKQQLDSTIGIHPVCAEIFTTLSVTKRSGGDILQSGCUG
#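 Rat TrxR1, dispensed at 90 nM, was prereduced with 400 uM NADPH (final) for 5 min at ~22 deg C, then incubated with compound 15 min before 400 uM selenite. A first-read NADPH fluorescence drop versus no-compound background flagged substrates.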
# TrxR1 inh: qHTS Assay for Inhibitors of Mammalian Selenoprotein Thioredoxin Reductase 1 (TrxR1): qHTS; Potency, µM (doses to about 114 µM), for inactives: at the highest dose activity change, negative = inhibition, actives largely listed as inhibitors; recombinant rTrxR1, NADPH fluorescence consumption, selenite substrate; 390,000 compounds, 1% hits; note: potency is the fitted concentration of half-maximal effect; % is set by controls: 0 for no effect and ±100 for the full control effect; nearly all actives have a fitted effect of over 65% in size
#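 Rat TrxR1 (90 nM in the dispensed reagent) was pre-reduced with 400 uM NADPH for 5 min at room temperature, then incubated with compound for 15 min. After 400 uM selenite was added, NADPH fluorescence (Ex 340/Em 450 nm) was followed for 8 min.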
# IDH1 R132H inh: qHTS for Inhibitors of mutant isocitrate dehydrogenase 1 (IDH1): qHTS; 390,000 compounds, 0.093% hits; AID 602179, 2012; IDH1-R132H enzyme, NADPH consumption, diaphorase/resazurin fluorescence; Potency, µM (highest dose often 76.6 µM), for the others: at the highest dose activity change, negative = inhibition, actives largely listed as inhibitors; Isocitrate dehydrogenase [NADP] cytoplasmic (Homo sapiens), O75874; note: potency is the fitted concentration of half-maximal effect; % is set by controls: 0 for no effect and ±100 for the full control effect; nearly all actives have a fitted effect of over 65% in size
# Target sequence (O75874 whole entry R132H, stated change not applied): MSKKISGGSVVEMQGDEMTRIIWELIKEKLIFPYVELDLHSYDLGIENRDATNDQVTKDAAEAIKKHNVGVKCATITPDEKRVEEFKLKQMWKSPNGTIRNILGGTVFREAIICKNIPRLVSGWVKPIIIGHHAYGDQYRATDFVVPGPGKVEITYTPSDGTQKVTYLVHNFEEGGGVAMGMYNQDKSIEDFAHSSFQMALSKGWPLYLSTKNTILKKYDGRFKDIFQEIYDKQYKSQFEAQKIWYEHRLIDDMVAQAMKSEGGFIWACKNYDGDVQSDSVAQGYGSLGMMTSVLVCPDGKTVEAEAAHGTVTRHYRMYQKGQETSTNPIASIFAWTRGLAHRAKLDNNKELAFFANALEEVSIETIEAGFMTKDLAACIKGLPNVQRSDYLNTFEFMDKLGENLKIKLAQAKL
#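 IDH1-R132H (0.5 ug/mL dispensed) in pH 7.5 Tris buffer was preincubated 30 min with compound, then given a substrate mix of 0.016 mM NADPH and 2 mM alpha-KG for 80 min at room temperature; remaining NADPH was read by diaphorase/resazurin fluorescence.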
# An asterisk follows results filed as active; ? = inconclusive; · = no result given; [ ] = another dose, or the depositor's remark. Unless noted, calls come from the whole dose curve; as a rule, active = well fitted curve in the direction sought with a large enough effect; inconclusive = small, poorly fitted or top-dose-only effect, or another doubt; inactive = no such curve, though single readings can be large; an effect the other way counts as inactive or inconclusive. These rows are one share of the data; rates above refer to the full screens.
SMILES,Vif-A3F inh,USP1-UAF1 inh,Vif-APOBEC3G blk,GRP78 ERSR act,RGS4 inh,LDHA inh,TrxR1 substrate,TrxR1 inh,IDH1 R132H inh
CCOc1ccc(-n2c(COc3ccccc3)nnc2SCC(N)=O)cc1,0.8%,-13.2%,-0.3%,-1.7%,17.4%,-3.7,2.1%,4.0%,0.0%
CCOCC(=O)Nc1c(C(=O)Nc2ccccc2OC)oc2ccccc12,-1.5%,1.8%,0.2%,0.0%,11.6%,-0.9,119.0%[activator],60.5%[activator],-1.6%
O=C(CNS(=O)(=O)c1ccc(Cl)cc1)OCC(=O)N1CCCc2ccccc21,-6.4%,-16.1%,-0.6%,-0.6%,7.8%,-2.4,-7.4%,5.1%,0.0%
Cn1cc(C=CC(=O)O)c2nccnc21,-0.1%,-16.2%,-0.3%,-3.2%,·,-3.4,·,·,3.5%
CC(=O)Nc1cccc(C(=O)NNC(=O)c2n[nH]c(=O)c3ccccc23)c1,-3.6%,-8.7%,-2.5%,-6.0%,16.6%,-3.5,-1.1%,2.8%,14.9%
Fc1ccc2cc(CCO[C@H]3CCCCO3)ncc2c1,2.5%,-11.3%,0.4%,-10.9%,19.7%,-10.6,0.5%[57.1 µM],-9.4%[57.1 µM],5.7%
N/C(=N\OC(=O)c1ccc(F)cc1)c1ccccc1,-17.3%,-20.3%,-5.6%,-1.8%,26.2%,-2.9,-5.0%,0.7%,5.4%
Cc1nn(-c2ccc([N+](=O)[O-])cc2)c2c1C(c1ccc(OC(F)F)cc1)N1C(=N2)C(=O)Nc2ccccc21 (stereo not drawn),?,-25.8%,-6.1%,-1.5%,12.6%,-6.6,7.6%[57.1 µM],7.0%,5.9%
COc1ccccc1C(=O)Nc1nnc(-c2ccc(Cl)cc2)o1,2.2%,-18.5%,0.9%,2.0%,3.5%,1.0,1.8%,26.6%,-2.3%
Cc1ccc(NC(=O)CNC(=O)c2ccco2)nc1,-5.2%,-19.6%,1.0%,-2.6%,5.8%,-11.0,2.1%,23.9%,-7.8%
O=C(CO/N=C/c1ccccc1)Nc1c(F)c(F)c(F)c(F)c1F,-6.0%,-11.6%,-4.5%,-3.1%,-5.2%,-0.5,-7.1%,0.8%,0.3%
CCCCNC(=O)/C(C#N)=C/c1ccc(F)cc1F,-13.9%,-8.2%,-3.0%,12.9%,-9.4%,-0.9,-2.3%[57.1 µM],-9.8%[57.1 µM],-1.4%
CCOc1ccc(NC(=O)CN2C(=O)COc3ccc(S(=O)(=O)Nc4ccccc4)cc32)cc1,-0.4%,-24.0%,-1.9%,-0.9%,8.7%,1.4,-8.6%,20.8%,-5.6%
COc1ccccc1-c1c(C)nn2c(N3CCCCCC3)cc(C)nc12,3.1%,-8.2%,0.1%,-5.3%,-10.2%,1.2,0.1%,-3.2%,16.4%
COc1cccc(C2C(C#N)=C(N)SC(c3ccccc3)C2[N+](=O)[O-])c1 (stereo not drawn),-6.3%,-22.1%,1.8%,-0.7%,11.8%,-4.7,-0.5%,20.9%,-3.3%
CCOC(=O)c1ccc(NC(=O)CCc2c(C)nc3c(c(C)nn3C(C)(C)C)c2C)cc1,6.5%,-22.2%,2.0%,-3.8%,3.9%,2.5,3.6%,18.4%,1.2%
Cc1nc(SC(C)C(=O)NC2CCCCC2C)c2c(C)c(C)sc2n1 (stereo not drawn),-7.3%,-11.9%,-1.4%,-1.5%,-6.0%,-1.0,5.8%,21.6%,-7.0%
O=C(NC1CCSc2ccccc21)c1ccc(C(F)(F)F)cc1 (stereo not drawn),-20.1%,3.0%,-5.3%,0.4%,17.5%,-18.7,-1.4%,4.9%,-1.5%
Cc1ccc(CNC(=O)c2cnn(-c3ccc(F)cc3F)c2C2CCN(C(=O)OC(C)(C)C)CC2)cc1,1.9%,7.7%,5.4%,-3.0%,8.1%,-0.6,-8.6%,-1.6%,0.0%
COc1ccccc1CC(=O)NCCc1c[nH]c2ccccc12,-10.8%,2.3%,1.5%,-1.3%,21.0%,-3.8,1.4%,18.3%,16.4%
O=C1CC(C(=O)N2CCN(c3ccccc3O)CC2)CN1Cc1ccccc1 (stereo not drawn),-4.0%,-7.0%,-3.9%,-4.6%,16.2%,0.1,-2.5%,-1.4%,3.1%
CC(c1ccccc1)n1cc(C(=O)NCCN2CCOCC2)nn1 (stereo not drawn),7.1%,-7.9%,1.3%,-3.9%,17.3%,-5.8,-2.6%,-0.7%[57.1 µM],-6.8%
Cn1cc(Cl)c(-c2n[nH]c(=S)n2-c2ccccc2)n1,-16.0%,-11.0%,1.8%,-6.6%,-40.9%,-3.5,-4.7%,-22.3%,7.9%
CCC(CC)NC(=O)CO/N=C/c1ccc(Cl)cc1Cl,-1.4%,-13.6%,-1.4%,-4.9%,-3.3%,-1.4,-0.2%,27.6%,-4.2%
C=CCOc1ccc(C(c2c(C(=O)O)[nH]c3ccccc23)c2c(C(=O)O)[nH]c3ccccc23)cc1,4.3%,?,1.6%,-4.6%,-9.7%,-6.0,8.9%[57.1 µM],-9.4%[57.1 µM],-6.4%
COc1ccc(C(=O)Nc2ccc([N+](=O)[O-])cn2)cc1OC,-0.6%,-3.3%,-0.7%,-2.5%,-0.2%,-4.4,-8.1%,-19.5%,1.2%
COc1ccccc1C(=O)NNC(=O)c1ccc(Br)o1,2.5%,-0.5%,-3.1%,-2.7%,-16.6%,-0.3,1.9%,0.0%,-3.1%
O=C(c1ccc(N2CCN(C(=O)c3ccc(F)c(F)c3)CC2)cc1)c1cccc(F)c1,-3.1%,-18.5%,-7.1%,-2.5%,-6.1%,0.9,17.9%,48.2%[activator],0.8%
COCc1cc(=O)n2[nH]c(C(C)(C)C)cc2n1,7.7%,-12.7%,0.7%,-0.2%,-14.0%,4.7,35.8%,26.5%,2.1%
CCOc1ccc(CCNC(=O)CCc2cn(Cc3ccc(F)cc3)c3ccccc23)cc1,0.1%,-10.2%,-4.9%,-0.6%,25.2%,-8.4,-2.4%,25.5%,-6.1%
O=C(NCc1ccco1)c1ccccc1NS(=O)(=O)c1ccc(Cl)s1,·,-17.8%,3.6%,-4.5%,-50.8%,1.2,1.3%,44.7µM*,0.1%
CC(C)C(NS(=O)(=O)c1ccc2c(c1)oc(=O)n2C)C(=O)N1CCN(c2cccc(Cl)c2)CC1 (stereo not drawn),-2.7%,-22.3%,1.1%,0.7%,-6.9%,6.2,4.5%,19.8%,7.3%
O=C(Nc1cccc(Cl)c1)N1N=CCC1c1ccccc1 (stereo not drawn),-7.5%,-19.3%,0.2%,3.5%,9.0%,-2.1,3.6%[57.1 µM],8.9%[57.1 µM],2.9%
Cc1cccc(NC(=O)COc2cccc3c2CCN(C)C3=O)c1,6.9%,-7.9%,-9.2%,-1.4%,-25.1%,1.8,6.6%,5.1%[57.1 µM],7.8%
COc1cc(OC)cc(-c2nc3ccccc3c(=O)n2OC(=O)c2ccc(C)c(C)c2)c1,-9.8%,-19.6%,-0.6%,1.3%,3.7%,-2.8,-8.3%[57.1 µM],18.9%[57.1 µM],10.4%
CCC1CCCCN1C(=O)CCS(=O)(=O)c1cc2c(cc1C)NC(=O)CO2 (stereo not drawn),2.7%,-25.9%,-4.7%,-2.8%,-3.0%,1.2,-0.9%,8.8%,-2.5%
Cc1ccc(NC(=O)CCCNC(=O)c2ccc(Cl)cc2)c(O)c1,-11.4%,-21.7%,-5.9%,1.3%,-9.5%,0.1,0.2%,5.6%,3.8%
CN(C)CCCNC(=O)CC(c1ccccc1)c1ccccc1O (stereo not drawn),-8.9%,-21.2%,0.1%,-5.9%,-8.6%,1.5,-6.6%[57.1 µM],8.1%[57.1 µM],5.6%
Cc1ccc(CCNC(=O)c2cn(C)c3ccc(S(=O)(=O)N(C)C4CCCCC4)cc3c2=O)cc1,3.1%,?,0.3%,2.3%,10.3%,-2.1,21.1%,69.6%[activator],-9.1%
